FBPA coupling cs – coupling enzyme interference in Giardia aldolase counter-screen. coupling enzyme system counterscreen, AmpLite Red fluorescence. activity change, negative = inhibition, % at 58.2 µM, hits read low. 290,000 compounds, 0.67% hits. AID 2472; in the data active = activity change below about -30%; also: % is scaled to controls: 0 for no effect and ±100 for the full control effect
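Fluorescence at 525 nm excitation and 598 nm emission measured inhibition of the coupled detection system without aldolase. Compounds (at 57.5 uM final) were preincubated 10 min at room temperature with coupling enzyme reagent before a 20 min substrate/AmpLite Red step.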
S-ASM inh – inhibitors of human secretory acid sphingomyelinase | placental ASM, HMU-PC fluorogenic substrate, 60 min | 340,000 compounds, 0.006% hits | Potency, µM (doses to about 57.5 µM), without a hit: at the top dose activity change, negative = inhibition, usual class: inhibitors | P17405; also: potency is read from the fitted curve at half-maximal effect
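Steps: dispense placental human ASM, pin compound, wait 10 min at room temperature, add HMU-PC0 substrate at 9 uM final, incubate 60 min at 37 °C, add stop solution raising pH to 10, read fluorescence.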
BCR signal inh – blocks chronic active B-cell receptor signaling; ABC-DLBCL IkBa-CBG/CBR reporter, luminescence ratio, 4 h; Potency, µM (top dose mostly 46.1 µM), without a hit: top-dose ratio change, negative = lower green/red ratio, usual class: inhibitors; 340,000 compounds, 0.05% hits; AID 493014; active = well fitted inhibition curve with a large enough effect in the signal ratio, with a control signal flat, not every such curve was filed as active; inconclusive = small, poorly fitted or top-dose-only effect, or effect the other way, or a change in a side signal; the % refers to the signal ratio;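 also: potency is read from the fitted curve at half-maximal effect; plate controls were basal doxycycline-induced cells for no effect and cells given 10 µM MG132 for full effect; MG132 reads +100%, hits lower the ratio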
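TMD8 ABC-DLBCL cells carrying doxycycline-inducible green luciferase fused to IkappaBalpha plus unfused red luciferase were exposed to compounds (up to 46 uM) for 4 hrs at 37C. Activity came from the overlap-corrected green/red luminescence ratio.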
Tb PFK block – inhibitors of T. brucei phosphofructokinase | 330,000 compounds, 0.17% hits | T. brucei PFK, ADP-Glo luminescence | Potency, µM (titrated, usually from 57.5 µM), inactives show at the highest dose activity, negative = inhibition, usual class: inhibitors;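 also: potency is read from the fitted curve at half-maximal effect; 0% = uninhibited 1x PFK enzyme wells and -100% = no-enzyme wells; nearly all actives have a fitted effect of over 60% in size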
Target sequence (O15648 whole entry, looked up): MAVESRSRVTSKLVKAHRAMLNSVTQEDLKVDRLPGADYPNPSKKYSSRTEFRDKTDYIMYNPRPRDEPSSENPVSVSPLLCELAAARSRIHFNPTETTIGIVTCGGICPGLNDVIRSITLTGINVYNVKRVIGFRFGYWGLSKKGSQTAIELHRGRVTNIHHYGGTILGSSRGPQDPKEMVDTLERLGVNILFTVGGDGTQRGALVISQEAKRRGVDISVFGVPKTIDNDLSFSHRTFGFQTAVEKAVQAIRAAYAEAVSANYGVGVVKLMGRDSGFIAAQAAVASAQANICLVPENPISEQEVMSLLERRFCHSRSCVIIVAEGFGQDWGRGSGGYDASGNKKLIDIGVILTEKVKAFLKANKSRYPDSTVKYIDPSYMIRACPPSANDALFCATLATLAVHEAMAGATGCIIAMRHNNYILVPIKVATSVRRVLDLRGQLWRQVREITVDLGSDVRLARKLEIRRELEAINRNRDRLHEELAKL
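Luminescent ADP detection (ADP-Glo, two-step: ATP depletion then ADP-to-ATP conversion for luciferase) reported PFK activity after 45 min room-temperature reaction of 1.25 nM enzyme with 0.5 mM F6P and 0.1 mM ATP at pH 8.0.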
Menin-MLL TR inh – displaces Texas Red mutant MLL peptide from human menin; O00255; Menin + Texas Red MLL mutant peptide, fluorescence polarization; Potency, µM (top dose mostly 61.6 µM), for the others: at the top dose FP activity change, negative = inhibition, usual class: inhibitors; 270,000 compounds, 0.23% hits; AID 1768; active = well fitted inhibition curve with a large enough effect in the polarisation, with a control signal flat, not every such curve was filed as active; inconclusive = small, poorly fitted or top-dose-only effect, or effect the other way, or a change in a side signal; inactive = no such curve, though single readings can be large or run the other way; the % refers to the polarisation; also: potency is read from the fitted curve at half-maximal effect; % of control where 0% means no effect; many of its hits are not listed in these tables
Giardia kill – kills Giardia lamblia. Giardia lamblia trophozoite viability. 340,000 compounds, 0.15% hits. activity change, % at 7.66 µM, hits read low; in the data active = activity change below about -80%; inconclusive = between about -30% and that limit;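 also: parasites exposed to compound for two days anaerobically before the ATP read; % is scaled to controls: 0 for no effect and ±100 for the full control effect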
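Anaerobic 48 hrs incubation at 37 deg C of 100 trophozoites/well with test compounds; ATPLite 1-Step luminescence, 15-30 min RT, reports cellular ATP as viability.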
B2AR arrestin – beta2AR (human) beta-arrestin recruitment activity; AID 492947; beta-arrestin recruitment to beta2AR, cell-based reporter; P07550; 330,000 compounds, 0.02% hits; Potency, µM (series often up to 46.1 µM), for the others: top-dose activation, most hits filed as activators;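 also: potency is read from the fitted curve at half-maximal effect; 0% = DMSO controls and full agonism = EC100 isoproterenol or metaproterenol; nearly all actives have a fitted effect of over 65% in size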
Target sequence (P07550 whole entry, looked up): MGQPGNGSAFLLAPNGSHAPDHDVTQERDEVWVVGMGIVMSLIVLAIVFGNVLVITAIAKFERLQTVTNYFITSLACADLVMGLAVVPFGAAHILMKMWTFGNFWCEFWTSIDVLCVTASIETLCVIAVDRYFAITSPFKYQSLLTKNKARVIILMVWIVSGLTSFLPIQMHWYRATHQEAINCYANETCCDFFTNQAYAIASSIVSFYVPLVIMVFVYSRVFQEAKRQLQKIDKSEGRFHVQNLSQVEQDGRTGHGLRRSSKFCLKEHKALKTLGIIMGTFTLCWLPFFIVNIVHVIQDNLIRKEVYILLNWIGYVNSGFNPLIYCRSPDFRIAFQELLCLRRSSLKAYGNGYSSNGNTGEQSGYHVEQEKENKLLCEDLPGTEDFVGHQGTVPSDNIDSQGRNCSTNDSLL
Integrin act MD – activates integrin-mediated alleviation for muscular dystrophy; alpha7betagal myoblasts, beta-gal FDG fluorescence, 48 h; Potency, µM (titrated, usually from 38.3 µM), for the others: at the top dose activation, actives largely listed as activators; 350,000 compounds, 0.064% hits;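 also: potency is read from the fitted curve at half-maximal effect; 100% = response of the positive control SU9516; nearly all actives have a fitted effect of over 60% in size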
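alpha7betagal+/- myoblasts (passage 13, 250/well) treated 48 h at 37C with compounds at 1:260 dilution of DMSO stock. Lysed, then beta-galactosidase activity read as FDG fluorescence (ex 480/em 540) after 30 min, with pre-read for autofluorescence.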
PKM2 act – PKM2 (human) enzyme activation. purified PKM2, Kinase-Glo ATP luminescence, activation; response scale: 0% is enzyme alone, no compound. Potency, µM (titrated, usually from 57.5 µM), for the others: at the highest dose activation, usual class: activators. 260,000 compounds, 0.34% hits. AID 1631; also: potency is read from the fitted curve at half-maximal effect; % is scaled to controls: 0 for no effect and ±100 for the full control effect; nearly all actives have a fitted effect of over 55% in size
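Purified hPK-M2 (>95%) run at intermediate activity with 0.1 mM ADP and 0.5 mM PEP in 50 mM imidazole pH 7.2, KCl, MgCl2; 1 h room temperature. ATP formed read by Kinase-Glo luminescence; normalized to uninhibited and no-enzyme controls.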
PTAP TSG101 blk – blocks PTAP/TSG101 interaction to inhibit HIV-1 budding; Potency, µM (highest dose often 115 µM), inactives show at the top dose activity change, negative = inhibition, usual class: inhibitors; Fluorescence polarization, FITC-PTAP peptide / Tsg101 binding; 340,000 tested, under 10 active; active = well fitted inhibition curve with a large enough effect in the main read-out, with a control signal flat, not every such curve was filed as active; inconclusive = small, poorly fitted or top-dose-only effect, or effect the other way, or a change in a side signal; inactive = no such curve, though single readings can be large or run the other way; also: potency is read from the fitted curve at half-maximal effect; % of control where 0% means no effect
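Fluorescence anisotropy tracks displacement of a FITC-tagged PTAP peptide (50 nM) from the Tsg101 binding domain (10 uM), following a 20 min room-temperature incubation at pH 7.5.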
GALK inhibitor – inhibitors of human galactokinase | P51570 | Purified GALK, Kinase-Glo residual ATP luminescence | Potency, µM (series often up to 57.5 µM), for inactives: at the top dose activity change, negative = inhibition, most hits filed as inhibitors | 270,000 compounds, 0.007% hits | AID 1868; also: potency is read from the fitted curve at half-maximal effect; % is scaled to controls: 0 for no effect and ±100 for the full control effect
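Kinase-Glo Plus luminescence measured ATP left after a 1 h room-temperature reaction. The reaction used 5 nM GALK, 100 uM galactose and 35 uM ATP at pH 8.0 (20 mM HEPES, 5 mM MgCl2, 60 mM NaCl, 1 mM DTT, 0.01% BSA).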
* marks the source's active call; other numbers are inactive results; i = inactive; ? = inconclusive; . = not tested or not shown; [ ] = another dose, or the depositor's remark. Unless noted, calls follow the shape of the dose curve; as a rule, active = well fitted curve in the direction sought with a large enough effect; inconclusive = small, poorly fitted or top-dose-only effect, or another doubt; inactive = no such curve, though single readings can be large; an effect the other way counts as inactive or inconclusive.

SMILES | FBPA coupling cs | S-ASM inh | BCR signal inh | Tb PFK block | Menin-MLL TR inh | Giardia kill | B2AR arrestin | Integrin act MD | PKM2 act | PTAP TSG101 blk | GALK inhibitor
COc1cccc(NCc2nnc(SCC(=O)N(C)C3CCS(=O)(=O)C3)n2C2CCCCC2)c1 (centres undefined) | . | 0% | 9% | 0% | . | -21 | -0.2% | 9% | -7% | 0% | -3%
COc1ccc(C2C3=C(CCCC3=O)N(CC(=O)O)C3=C2C(=O)CCC3)cc1Cl | 2 | i | 0% | -2% | -1% | 0 | -0.5% | 24% | 3% | -2% | 6%
COc1ccccc1CNC(=O)CN1C(=O)N(C)C2(CCCCC2)C1=O | . | 2% | ? | 1% | . | 2 | 0.1% | ? | . | -10% | .
CC(=O)c1c(C)[nH]c(C(=O)NCCc2cccc(C)c2)c1C | 1 | 2% | 8% | 1% | 8% | -19 | -0.1% | -6% | -3% | -9% | 2%
CC(C)C[C@H](NC(=O)N1CCn2c1nc1ccccc12)C(=O)N[C@@H](Cc1ccccc1)C(=O)O | 5 | 0% | 5% | 1% | 13% | 5 | 0.0% | -20% | 1% | 0% | .
Cn1nc(C(=O)NCc2ccccc2Cl)c2c1-c1ccccc1S(=O)(=O)C2 | . | -4% | 13% | -6% | . | -14 | -0.9% | 13% | . | -5% | 11%
Cc1ccccc1C(OCC(O)CN1CCN(CCO)CC1)c1ccccc1 (centres undefined) | 3 | -1% | 0% | 1% | ? | 5 | -0.4% | 20% | . | 2% | 1%
NC(=O)CC(NC(=O)c1ccc(Br)cc1)c1ccc(N2CCN(c3ccccc3)CC2)c([N+](=O)[O-])c1 (centres undefined) | -1 | -4% | ? | 3% | ? | 1 | 0.1% | -17% | 1% | 0% | .
CCCn1c(=O)c(C(=O)Nc2ncccc2C)c(O)c2ccccc21 | -12 | -4% | -1% | -1% | 7% | 5 | -1.1% | 4% | 27% | 2% | -2%
Cc1cc(C)n(CC(=O)NNC(=O)c2cncc(Br)c2)n1 | . | 3% | 3% | 0% | . | -7 | -0.3% | 21% | . | -1% | .
COCCN(C(=O)CSc1nc2ccccc2c(=O)n1C(C)COC)c1c(N)n(Cc2ccccc2)c(=O)[nH]c1=O (centres undefined) | 0 | 1% | -26% | -2% | ? | 22 | 8.1% | -21% | 8% | 3% | 1%
CCc1cc2c(=O)c(-c3cnn(-c4ccccc4)c3)c(C)oc2cc1OCC(=O)Nc1cccc(C)c1 | 2 | -2% | ? | 2% | -2% | -11 | 0.1% | -9% | 0% | 0% | 0%
O=C(CC(Sc1ccccc1)c1cccs1)c1ccco1 (centres undefined) | -1 | -2% | ? | -5% | 10% | -17 | -0.1% | -16% | -1% | -4% | 4%
O=C1c2ccccc2CCc2ccc(Br)cc21 | . | -6% | -1% | 7% | . | -14 | 0.1% | . | . | 0% | .
COc1ccc(N/C(N)=N/c2nc(CSc3ccc(Cl)cc3)cc(=O)[nH]2)cc1 | -1 | -4% | 0% | 5% | 11% | -2 | -0.1% | -5% | -5% | -5% | 0%
CCOC(=O)Cn1nc(-c2ccccc2)c2cnc3ccc(C)cc3c21 | 0 | -1% | 3% | -16% | 1% | 10 | -2.0% | 3% | -5% | 3% | .
CCN1CCN(c2ccc(NC(=O)c3ccc([N+](=O)[O-])o3)cc2Cl)CC1 | -7 | -4% | ? | -5% | 0% | ? | 0.5% | -75%[inhibitor] | 1% | 2% | -4%
O=S1(=O)N[C@@H](Cc2ccccc2)COc2cc(Br)ccc21 | . | -2% | -5% | -7% | . | -19 | -1.8% | 0% | . | -1% | .
CC(C)CCC(C(=O)NC(C)c1ccccc1)C(=O)NC(C)c1ccccc1 (centres undefined) | 0 | -3% | -3% | -12% | -26% | -8 | -1.7% | 7% | . | -5% | 1%
CS(=O)(=O)N1CCN(C(=O)c2ccc(F)cc2)CC1 | 3 | -1% | 6% | -5% | 4% | -7 | -0.8% | 18% | -3% | 0% | 0%
CCCCc1cc(=O)oc2cc(C)cc(OC(C)C(=O)NCc3cccnc3)c12 (centres undefined) | . | 2% | ? | 7% | . | -4 | -0.6% | 0% | . | 0% | -7%
O=[N+]([O-])c1ccc(Cl)c(S(=O)(=O)Nc2ccc(S(=O)(=O)N3CCOCC3)cc2)c1 | 8 | -1% | 14% | 0% | 23% | 9 | -0.5% | -26% | 0% | -4% | -1%
CSc1nc2sc3c(c2c(=O)[nH]1)CCC3 | 0 | 2% | 3% | 2% | 6% | -14 | -0.2% | 10% | 10% | 1% | 3%
N#Cc1c(-c2ccco2)cc(-c2cccnc2)nc1N | -17 | . | -1% | -5% | ? | 9 | 0.5% | -2% | 19% | -7% | 3%
O=C(Nc1ccc(Nc2ccccc2)cc1)c1ccc(Cl)c([N+](=O)[O-])c1 | -3 | -24% | ? | -10% | ? | 14 | -0.7% | 1% | -2% | 2% | 3%
COc1ccc(C2C=C(c3ccc(Br)cc3)Nc3nc(NS(C)(=O)=O)nn32)cc1 (centres undefined) | 5 | . | 0% | -1% | 9% | . | -0.1% | . | -3% | . | -4%
O=C(NC12CC3CC(CC(C3)C1)C2)N1CCCC(CO)C1 (centres undefined) | -1 | 6% | -2% | -3% | -11% | -10 | -0.1% | 14% | 0% | 1% | 3%
COc1ccc(N(CC(=O)NCCSCc2ccc(C)cc2)S(=O)(=O)c2ccccc2)cc1 | -1 | -7% | 2% | -1% | 1% | 19 | 0.5% | 0% | -1% | -2% | -3%
COc1ccc(Br)cc1CSC(=N)N | 2 | -3% | -11% | -5% | 3% | -1 | 0.1% | -43% | 0% | 0% | 2%
CCCCNc1c([N+](=O)[O-])ncn1C | 0 | -2% | -1% | 2% | . | 0 | 0.3% | 0% | 0% | 5% | -2%
CCN(CC(=O)Nc1ccc(NC(C)=O)cc1)C(=O)CCCOc1cccc(C)c1 | . | 6% | -10% | 2% | . | 22 | 0.2% | -22% | . | -5% | .
O=C(O)c1cccc(N/N=C/c2cc(Br)cc(Br)c2O)c1 | 3 | 6% | -12% | -1% | ? | -5 | -0.8% | -7% | 0% | -9% | 2%
COc1ccc(/C=C/C(=O)OC2CCCCC2CN(C)C)cc1 (centres undefined) | 4 | 2% | 5% | 5% | . | 11 | 0.3% | -17% | 1% | -2% | 0%
Cc1nc(N)sc1N=Nc1ccc(F)cc1 | -1 | -5% | ? | -2% | ? | 3 | 0.3% | 10% | -13% | -1% | 1%
CSc1ccc(S(=O)(=O)Nc2ccc(F)cc2)cc1 | 2 | 0% | -6% | 1% | 0% | -2 | -0.5% | 9% | 11% | -7% | -1%
COc1cc(C2C(C(=O)c3cccs3)=C(O)C(=O)N2c2cc(C)on2)ccc1O (centres undefined) | 4 | 1% | 4% | -1% | 1% | -14 | 0.4% | 19% | -1% | -5% | 7%
Oc1ccc(Cl)cc1N=Nc1ccccc1 | 0 | -6% | 6% | 1% | 16% | 8 | -0.1% | 2% | 0%[11.5 µM] | 1% | 0%

A draw from above in order of length of the SMILES, rising:
SMILES | FBPA coupling cs | S-ASM inh | BCR signal inh | Tb PFK block | Menin-MLL TR inh | Giardia kill | B2AR arrestin | Integrin act MD | PKM2 act | PTAP TSG101 blk | GALK inhibitor
COc1ccc(Br)cc1CSC(=N)N | 2 | -3% | -11% | -5% | 3% | -1 | 0.1% | -43% | 0% | 0% | 2%
Oc1ccc(Cl)cc1N=Nc1ccccc1 | 0 | -6% | 6% | 1% | 16% | 8 | -0.1% | 2% | 0%[11.5 µM] | 1% | 0%
Cc1nc(N)sc1N=Nc1ccc(F)cc1 | -1 | -5% | ? | -2% | ? | 3 | 0.3% | 10% | -13% | -1% | 1%
CCCCNc1c([N+](=O)[O-])ncn1C | 0 | -2% | -1% | 2% | . | 0 | 0.3% | 0% | 0% | 5% | -2%

Assay outcomes from PubChem.

This is a subset. The share of hits here may be higher or lower than overall.
